High-throughput results as filed in PubChem.
PfM18AAP inh: PfM18AAP enzyme inhibition | recombinant PfM18AAP, H-Glu-NHMec fluorogenic cleavage | inhibition, % at 7.35 µM | 290,000 compounds, 1.2% hits | AID 1822;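 active = inhibition above the campaign mean inhibition over all tested compounds plus 3 SD, cut at about 28% in these data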;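 also: 0% = plate median of test compound wells and 100% = 2 mM ZnCl2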
MEKK2wt PB1 HTS: raises or lowers MEK5 binding to wildtype human MEKK2 PB1 domain; AID 1531; bead flow cytometry, Alexa488-MEK5 binding to MEKK2 WT; actives lie on both sides; 290,000 compounds, 1.1% hits; binding response (% of control), % at 10 µM; Q9Y2U5; in the data active = binding response below about 67% or above about 130%
MEKK3 PB1 HTS: raises or lowers MEK5 binding to the human MEKK3 PB1 domain; Q99759; bead-based flow cytometry, Alexa488-MEK5 binding to MEKK3; actives lie on both sides; 0 = blocked by unlabeled MEK5, 100 = vehicle; binding response (% of control), % at 10 µM; 290,000 compounds, 1.4% hits; AID 1529;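 active = binding response more than 3 SD above or below the average of its plate-row segment, actives on both sides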;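 also: Alexa488 bead fluorescence after subtracting the streptavidin-only scavenger bead signal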
NALP1 yeast inh: NALP1 inhibition | S. cerevisiae NALP1/ASC/caspase-1 growth, X-gal OD620, 72 h | inhibition, % at 10 µM | 280,000 compounds, 0.61% hits; in the data active = inhibition mostly above about 24%, no sharp cut-off; inactive = mostly below about 32%; also: some compounds called inactive have numbers as strong as hits
UBC9 SUMO inh: inhibitors of human SUMOylation (UBC9) | P63279 | HTRF SUMOylation assay, SAE1/SAE2 + UBC9, in vitro | inhibition, % at 35 µM | 290,000 compounds, 0.36% hits; in the data active = inhibition above about 50%, passing the limit was not always enough; also: strong numbers were not always called active
IDE act: activators of human insulin-degrading enzyme in cells; P14735; HEK cells, FAbeta-B cleavage, fluorescence polarization; 0% vehicle, 100% cell-free pure enzyme wells; activation, % at 5.96 µM; 340,000 compounds, 0.073% hits;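 active = activation above the mean of all tested compounds plus 3 SD, set per screening campaign, cut at about 17% in these data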
Target sequence (P14735 whole entry, looked up): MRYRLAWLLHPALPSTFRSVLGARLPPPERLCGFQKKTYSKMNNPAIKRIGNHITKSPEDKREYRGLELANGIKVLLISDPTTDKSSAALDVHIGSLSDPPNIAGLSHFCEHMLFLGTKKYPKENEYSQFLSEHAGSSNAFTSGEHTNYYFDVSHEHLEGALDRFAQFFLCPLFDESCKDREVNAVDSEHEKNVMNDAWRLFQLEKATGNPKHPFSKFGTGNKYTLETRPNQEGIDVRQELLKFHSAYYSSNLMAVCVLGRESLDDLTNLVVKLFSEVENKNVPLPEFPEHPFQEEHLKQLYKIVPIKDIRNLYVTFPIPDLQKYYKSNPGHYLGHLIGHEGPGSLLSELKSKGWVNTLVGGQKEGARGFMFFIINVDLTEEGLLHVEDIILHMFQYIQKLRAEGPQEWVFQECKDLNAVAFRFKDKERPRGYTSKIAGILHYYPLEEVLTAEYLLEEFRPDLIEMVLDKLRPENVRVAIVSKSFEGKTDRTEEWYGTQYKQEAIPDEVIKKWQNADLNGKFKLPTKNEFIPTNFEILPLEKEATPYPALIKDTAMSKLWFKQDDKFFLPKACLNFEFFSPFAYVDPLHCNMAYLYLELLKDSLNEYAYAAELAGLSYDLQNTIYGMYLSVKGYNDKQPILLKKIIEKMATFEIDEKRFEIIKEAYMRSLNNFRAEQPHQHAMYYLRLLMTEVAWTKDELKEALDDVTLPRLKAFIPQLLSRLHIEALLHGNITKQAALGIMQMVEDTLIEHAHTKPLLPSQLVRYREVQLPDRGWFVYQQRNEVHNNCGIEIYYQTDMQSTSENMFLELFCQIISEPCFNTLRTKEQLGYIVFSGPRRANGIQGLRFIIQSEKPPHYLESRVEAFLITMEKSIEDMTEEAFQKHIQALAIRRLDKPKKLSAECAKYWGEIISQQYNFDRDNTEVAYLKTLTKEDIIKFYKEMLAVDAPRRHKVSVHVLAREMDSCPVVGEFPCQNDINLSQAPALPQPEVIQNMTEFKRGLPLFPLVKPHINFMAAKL
pCIP destab: p/CIP protein destabilization; F442A p/CIP-EGFP cells, EGFP fluorescence, 16 h; decrease of EGFP signal, % at 10 µM; 290,000 compounds, 0.01% hits; AID 1984;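 active = EGFP signal decrease of at least 30% at 10 µM or well 3 SD below plate mean, unless failing retest; inactive = the rest, including hits failing retest or dose response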; also: some compounds called inactive have numbers as strong as hits; many of its hits are not listed in these tables
IDE inh: inhibitors of human insulin-degrading enzyme in cells; P14735; HEK cells, FAbetaB cleavage, fluorescence polarization; inhibition, % at 5.59 µM; 320,000 compounds, 0.41% hits; AID 434962;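 active = percent inhibition above the average of all tested compounds plus 3 SD, set per screening campaign, cut at about 16% in these data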;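 also: IDE supplied by intact live HEK cells; FP after avidin binding of uncleaved biotin substrate so inhibition keeps polarization high; 0% = DMSO wells and 100% = 60 µM reference IDE inhibitor Ii1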
MEKK2 mut-MEK5: signal of MEK5 binding to mutant human MEKK2 PB1 domain; percent response, % at 10 µM; bead flow cytometry, Alexa488-MEK5 binding to MEKK2 mutant; 290,000 compounds, 0.35% hits; in the data active = percent response above about 24%, passing the limit was not always enough; also: inactives centre near 1; some results filed as inactive read as strong as hits; reference of the scale not given here
Starred values were filed as active, the others as inactive; x = not tested or not shown. These rows are one share of the data; count on the stated rates, not on these rows.

smiles	PfM18AAP inh	MEKK3 PB1 HTS	MEKK2 mut-MEK5	MEKK2wt PB1 HTS	NALP1 yeast inh	UBC9 SUMO inh	pCIP destab	IDE inh	IDE act
CN=c1sc2ccccc2n1CC(O)COCc1ccco1 (stereo not given)	14	108	13	111	26	-3	-11	3	4
CC(C)S(=O)(=O)c1nsc2nc(=O)c(/C=C3\C=Nc4ccccc43)c(N)n12	0	129*	1	110	6	11	-31	1	2
COc1ccc(/C=C/C(=O)NCC(=O)N/N=C(/CCC(=O)O)c2ccccc2)cc1	3	101	10	100	8	21	-6	-1	-3
COc1cccc(/C=N/NC(=O)c2ccncc2)c1OC(=O)c1ccc(Br)cc1	-7	104	0	96	10	-9	-3	4	1
CCOP(=O)(OCC)C(Nc1cccc(C(F)(F)F)c1)c1ccc(F)cc1 (stereo not given)	1	111	-1	105	33	-22	0	7	3
O=C(NC1CCCCCC1)c1ccccc1-c1ccccc1	-2	98	15	102	20	-3	-2	7	6
CCCCn1c(=O)[nH]c(=O)c2c1nc(-c1ccncc1)n2CCOC	-3	104	7	104	4	6	1	-2	4
COc1ccc(NC(=O)CCCN2C(=O)C(c3ccccc3)Oc3cccnc32)cc1 (stereo not given)	-1	100	1	104	18	x	9	4	-1
CN(Cc1ccc(C(F)(F)F)cc1)C(=O)c1ccc2ccccc2n1	-9	103	-2	100	-2	5	5	1	1
CCOC(=O)c1nnc(-c2cccs2)nc1Oc1ccc(Cl)cc1	20	92	-1	98	-23	20	10	0	0
O=C(CNCCc1ccccc1)N1CCc2ccccc2C1	0	97	0	101	8	-11	6	11	7
Nc1cc(=O)nc(SCC(=O)N2CCN(c3ccccc3)CC2)n1-c1ccc(F)cc1	-2	103	2	107	4	7	1	2	-4
Cc1cccc(NC(=O)C2C(c3ccccc3)C2(Cl)Cl)c1C (stereo not given)	5	101	0	96	1	-13	-1	-3	4
Fc1ccc(-c2noc(-c3ccc4c(c3)CCO4)n2)cc1	-3	90	-18	90	20	19	-3	2	x
CCn1cc(Cl)c(C(=O)Nc2ccc(OC)c(OC)c2)n1	0	100	2	103	-6	9	4	2	2
CNc1nc2ccccc2n1N	-21	99	-1	97	31	13	-24	2	3
COc1ccc(-n2nnnc2SCC(=O)Nc2nnn(C)n2)cc1	0	88	-5	96	5	-9	-3	-6	2
Clc1ccc(Cn2nnc(-c3ccc(CN4CCOCC4)cc3)n2)cc1	-1	100	-1	108	24	7	-10	2	6
NC(=O)C1CCCN(C(=S)Nc2cccc3ccccc23)C1 (stereo not given)	-7	103	12	111	19	2	0	-6	-4
CCCOC(=O)C(C)n1c(-c2ccccc2)nc2ccccc2c1=O (stereo not given)	-15	x	x	x	-6	16	-6	0	7
COc1ccc(NC(=O)Cn2nnc(-c3ccccc3N)n2)cc1OC	-2	108	3	108	18	-3	2	5	1
COC(=O)CCC(=O)Nc1cccc(Br)c1	-2	112	-3	107	31	-2	-7	4	-1
N/C(=N\OC(=O)Nc1cccc(C(F)(F)F)c1)c1ccno1	-2	102	-2	101	x	9	-9	0	x
COc1cc(CC(=O)Nc2ccc(Cl)c(C(F)(F)F)c2)cc(OC)c1OC	2	94	-2	95	12	-15	-4	1	7
O=C(Nc1ccnn1C1CCN(CCCc2ccccc2)CC1)c1cccc(F)c1	0	105	11	117	6	-29	-1	-3	-1
COc1ccc(Cl)cc1NC(=O)CN1CCN(S(=O)(=O)N2CCC(C)CC2)CC1	-2	98	1	100	12	-20	-4	3	5
COc1cc(N)c(C(O)c2nccc3cc(OC)c(OC)cc23)cc1OC (stereo not given)	7	96	1	103	-32	-4	3	0	3
O=C(CSc1n[nH]c(=O)[nH]c1=O)N/N=C/C=C\c1ccccc1	7	101	-2	104	-4	-5	13	3	5
CCOc1ccc(N2CC(C(=O)NCc3cccc(C)c3)CC2=O)cc1 (stereo not given)	2	95	11	97	21	-4	-8	5	7
CCc1ccc(C(=O)CC2(O)C(=O)N(CN3CCOCC3)c3ccccc32)cc1 (stereo not given)	0	100	-1	99	-21	-17	9	-11	-2

Carrying on:
smiles	PfM18AAP inh	MEKK3 PB1 HTS	MEKK2 mut-MEK5	MEKK2wt PB1 HTS	NALP1 yeast inh	UBC9 SUMO inh	pCIP destab	IDE inh	IDE act
CCn1nc2cc(C(=O)NCC34CC5CC(CC(C5)C3)C4)ccc2c1OC	-1	103	2	104	18	24	-19	-3	-3
C=CCN(C(=O)c1csnn1)C(C(=O)NCc1ccc(F)cc1)c1ccccc1 (stereo not given)	3	102	3	103	21	-16	2	6	10
COc1ccccc1C(=O)N=C1NC(=O)CC2C(=O)NCCN12 (stereo not given)	4	94	-7	89	1	21	-16	0	0
CCOC(=O)COC(=O)c1ccc(Oc2cc(C)nc(SC)n2)cc1	-5	94	-3	102	3	-17	-6	4	1
CCOC(=O)c1sc(NC(=O)C2C3C=CC(C3)C2C(=O)O)nc1C (stereo not given)	9	101	-1	95	-2	25	-2	-1	1
O=C1N/C(=C/c2cccn2-c2ccc(F)cc2)C(=O)N1Cc1ccccc1F	-5	102	-2	102	42	20	-5	6	7
CCOc1ccc(NC2=NCC(=O)N2CCc2ccccc2)cc1	7	102	5	104	-3	2	-5	5	5
Cc1nc(SCC(=O)Nc2ccc(N3CCOCC3)cc2)nc(C)c1C	7	100	9	101	8	-2	-11	9	8
CS(=O)(=O)N1CCCC(C(=O)NCc2ccc(F)cc2Cl)C1 (stereo not given)	-8	103	2	101	11	17	-9	4	0
O=C(NCCCn1ccnc1)/C(=C/c1ccccc1)NC(=O)c1ccccc1	2	102	-2	100	9	20	-1	-3	-3
O=C(CCc1ccccc1)Nc1cc2c(cc1Cl)OCCO2	-1	88	-5	91	18	21	3	3	5
CCOc1ccc(NC(=S)NNC(=O)CC(C)O)cc1 (stereo not given)	14	94	-1	95	-23	14	-11	-5	1
COc1cccc(OCC(O)CN2CCc3ccccc3C2)c1 (stereo not given)	-3	98	-7	95	17	-4	-2	1	5
O=C(NC(O)C(=O)c1ccccc1)c1ccccn1 (stereo not given)	-1	97	-2	96	12	14	-16	1	-1
Cc1cc(C)cc(N(C(=O)c2nsc(Cl)c2Cl)C(C(=O)NC2CCCC2)c2ccc(O)cc2)c1 (stereo not given)	-5	106	-1	97	14	-7	-10	-1	5
O=C(CSCc1c(F)cccc1Cl)NNC(=S)NC1CCCCC1	6	106	6	104	8	-44	-13	-10	-6
CCOc1ccccc1NC(=O)C1CCCN(S(=O)(=O)c2cccc3nsnc23)C1 (stereo not given)	-1	111	5	111	15	29	-9	-3	4
CCn1cc(C(=O)NC2CCCCCC2)c(=O)c2ccc(C)nc21	-2	104	1	107	18	7	-4	-2	0
O=C(NC(Cc1ccccc1)C(=O)O)/C(=C\c1ccco1)NC(=O)c1ccccc1 (stereo not given)	11	101	-2	103	-29	14	1	2	-1
O=c1[nH]c2cc(Cl)ccc2c(O)c1-c1cccc(Oc2ccccc2)c1	x	107	3	111	x	x	x	-4	6
O=C(CN1CCN(C(=O)c2ccco2)CC1)Nc1ccccc1	-3	91	-5	95	17	-8	-13	-3	4
CNS(=O)(=O)c1cc(C(=O)O)ccc1OC	6	102	3	105	5	13	-7	-3	6
COC(=O)c1sccc1NC(=O)C1CC(C)=C(C)CC1C(=O)O (stereo not given)	-10	88	-25	89	29	16	-1	5	4
CC1CCCCN1CC(=O)Nc1sc2c(c1C#N)CCC2 (stereo not given)	3	96	-2	97	-1	33	-7	3	-2
C=CCn1c(CSc2nc3ccccc3s2)nnc1SCC(=O)OCC	-16	101	-2	98	38	6	2	-3	-1
Clc1ccc(OCCN2CCCCC2)cc1Cl	-7	104	1	102	47	1	-3	2	3
O=C(O)CC(=O)Nc1ccc(Oc2ccc(C(F)(F)F)cn2)c(Cl)c1	5	98	-2	97	14	10	2	0	0
CCc1cc2c(=O)n(CCC(C)C)c(=S)[nH]c2s1	-7	104	-4	95	-2	11	-2	-1	1
COCCCNc1ccc([N+](=O)[O-])cc1C(=O)Nc1cccc(C)n1	-1	72	-12	74	10	10	-15	-1	0
CC1CN(C(=O)COC(=O)c2ccc(S(=O)(=O)N(C)C)cc2)CC(C)O1 (stereo not given)	-9	100	0	94	13	14	-19	-2	3

Whole records as entered above:
Listed for CCc1ccc(C(=O)CC2(O)C(=O)N(CN3CCOCC3)c3ccccc32)cc1 (stereo not given) → PfM18AAP inh: 0; MEKK3 PB1 HTS: 100; MEKK2 mut-MEK5: -1; MEKK2wt PB1 HTS: 99; NALP1 yeast inh: -21; UBC9 SUMO inh: -17; pCIP destab: 9; IDE inh: -11; IDE act: -2
Listed for O=C(NC(Cc1ccccc1)C(=O)O)/C(=C\c1ccco1)NC(=O)c1ccccc1 (stereo not given) → PfM18AAP inh: 11; MEKK3 PB1 HTS: 101; MEKK2 mut-MEK5: -2; MEKK2wt PB1 HTS: 103; NALP1 yeast inh: -29; UBC9 SUMO inh: 14; pCIP destab: 1; IDE inh: 2; IDE act: -1

Additional records
smiles	PfM18AAP inh	MEKK3 PB1 HTS	MEKK2 mut-MEK5	MEKK2wt PB1 HTS	NALP1 yeast inh	UBC9 SUMO inh	pCIP destab	IDE inh	IDE act
Cc1ccc(SCC(=O)NCc2ccco2)cc1	3	94	3	99	7	-3	-14	-2	4
CCOc1ccc(CN(C)CC(=O)c2c(N)n(Cc3ccccc3)c(=O)n(CC)c2=O)cc1OC	6	101	7	106	15	10	-24	7	-4
CCCCNC(=O)CC1N=C2c3ccccc3N=C(SCC(=O)Nc3ccccc3OC)N2C1=O (stereo not given)	0	101	-1	98	14	26	-17	2	5
COc1cccc(C(=O)NNC(=O)c2ccccc2)c1	1	102	7	101	-5	-8	-25	x	0
COc1ccccc1NC(=O)Nc1ccccc1C(N)=O	-11	102	2	104	8	6	4	3	4
Cc1cc(-c2ccc(S(=O)(=O)N3CCN(c4cccc(C(F)(F)F)c4)CC3)s2)on1	-1	101	-5	101	23	-16	4	5	3
CC1(C)Cc2c(C#N)c(SCc3nc4ccccc4[nH]3)nc(N3CCOCC3)c2CO1	5	106	5	106	-1	21	0	11	-5
O=C(CSc1nncs1)N1CCN(S(=O)(=O)c2ccccc2)CC1	3	104	-9	88	6	5	2	-2	-2
Clc1ccccc1OCCn1nnc2ccccc21	0	100	-1	99	17	16	-9	1	2
NN(CCO)C(=S)Nc1ccc(Cl)cc1	8	102	2	104	6	8	2	5	6
COCCn1c(SCC#N)nnc1-c1ccccc1O	-5	95	-2	95	11	-9	-26	-3	-5
COc1ccccc1NC(=O)C(=O)N1N=C(C(C)C)CC1(O)C(F)(F)F (stereo not given)	-10	86	-8	91	6	-14	16	-1	7
C=CCn1c(SCC(=O)/C(C#N)=C(\C)N)nc2sc(C)c(C)c2c1=O	-3	100	2	104	0	12	-16	3	-1
Cc1ccc(OCC(=O)N/N=C/c2ccccc2)c([N+](=O)[O-])c1	2	110	-3	107	-1	5	-1	x	1
COC(=O)c1ccc(Nc2cc(C)nc3ncnn23)cc1	2	90	-4	82	0	20	0	-2	3
Cc1cccc(C)c1OCc1cc(C(=O)N(C)CCc2ccccn2)no1	3	103	8	105	-3	-1	-14	4	1
COc1ccccc1C(NC(=O)CC(C)C)c1c(O)ccc2ccccc12 (stereo not given)	-1	103	-1	95	3	1	1	2	3
O=S(=O)(NC1CCCCC1N1CCN(c2ccccc2F)CC1)c1ccc(Cl)cc1 (stereo not given)	1	99	2	98	13	2	0	5	0
